E coli WT exp – growth inhibitors of E. coli BW25113 wild type; OD600 absorbance; hit rate 0.15% among 98,000; growth inhibition, % at 100 µM;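 active = growth inhibition above about 50% at one test dose, limit read from the data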;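 note: growth measured after 20 h incubation at 37 °C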
CYP2C9 inhib – blocks human cytochrome P450 2C9; inhibition, % at 5 µM; CYP2C9 Supersomes, luciferin-H conversion, luminescence; P11712; hit rate 20% among 96,000;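 active = blocking of liver enzyme CYP2C9 beyond about 50% at 5 µM, limit read from the data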; note: values of inactives mirror those of a sister screen read the other way
PostGolgi ctrl – inhibits growth of the yeast control strain. efflux-deficient yeast background strain, growth absorbance A615, 16 h. inhibition, % at 10 µM. hit rate 5% among 98,000
LYP inh 2 – LYP (human) phosphatase inhibition. recombinant LYP catalytic domain, DiFMUP fluorescence. AID 640. inhibition, % at 2 µM. hit rate 0.21% among 96,000. Q9Y2R2;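 active = inhibition at 2 µM at or above a set limit, the screen mean plus 3 SD, cut at about 24% in these data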;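 note: 0% = DMSO with enzyme and 100% = enzyme fully blocked by orthovanadate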
PTK2B oligo ant – Pyk2 (human) oligomerization antagonism; Q14289; Q293 cells, Pyk2 FERM NanoBiT luminescence; stronger effect = lower value; z-score (the deposit names both 25 µM and 10 µM); hit rate 0.83% among 99,000;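 active = Z-score of -3 or lower, scaled per plate to the spread of control and sample wells; inactive = z-score above -3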;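 note: negative z-score means lost luminescence so less FERM oligomerization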
PTPN22 act – activators of human LYP (PTPN22) phosphatase; recombinant LYP, DiFMUP fluorescence; 0 = plate median, 100 = signal doubled; activation, % at 2 µM; hit rate 0.11% among 96,000; AID 697;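 active = activation at 2 µM above a set limit, the mean plus 5 SD, cut at about 37% in these data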
hDAT+cocaine – human DAT dopamine uptake with cocaine, either direction. LLC-PK1 hDAT cells, [14C]-dopamine uptake with cocaine IC80; actives deviate in either direction. B-score at 10 µM. hit rate 1.3% among 110,000. AID 449768;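 active = Z score or B-score, a plate-position-corrected score, falls beyond the plate's 99.7% confidence bounds, in either direction; inactive = both scores lie inside the 99.7% bounds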;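 note: scored against the spread of the other compound wells on the same plate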
Target sequence (Q01959 whole entry, looked up): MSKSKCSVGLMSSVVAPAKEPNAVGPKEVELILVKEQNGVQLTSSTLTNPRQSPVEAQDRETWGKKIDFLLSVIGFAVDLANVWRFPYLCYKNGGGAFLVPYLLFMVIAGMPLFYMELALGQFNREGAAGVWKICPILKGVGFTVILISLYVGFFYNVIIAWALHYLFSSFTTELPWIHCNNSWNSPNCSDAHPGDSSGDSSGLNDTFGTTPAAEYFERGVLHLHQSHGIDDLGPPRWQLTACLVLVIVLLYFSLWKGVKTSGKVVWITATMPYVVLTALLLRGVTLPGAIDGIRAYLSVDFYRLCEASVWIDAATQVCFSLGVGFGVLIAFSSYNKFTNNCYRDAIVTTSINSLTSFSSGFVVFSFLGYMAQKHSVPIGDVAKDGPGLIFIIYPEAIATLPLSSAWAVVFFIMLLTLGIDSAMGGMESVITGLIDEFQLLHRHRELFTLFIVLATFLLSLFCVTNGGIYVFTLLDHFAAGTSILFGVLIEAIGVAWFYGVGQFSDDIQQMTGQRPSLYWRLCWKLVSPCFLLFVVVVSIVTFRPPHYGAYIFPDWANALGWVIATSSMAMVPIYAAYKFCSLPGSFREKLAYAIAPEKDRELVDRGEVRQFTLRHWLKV
PostGolgi yeast – growth inhibition of a yeast mutant, post-Golgi transport screen. inhibition, % at 10 µM. hit rate 0.9% among 98,000. post-Golgi transport phenotypic cell assay. AID 739;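 note: yeast cells grown in 1536-well plates; yeast grown about 18 h at 30C before absorbance read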
CYP2C9 act – increases human cytochrome P450 2C9 activity. recombinant CYP2C9, luciferin-H conversion, luminescence; stronger effect = higher value; factor 1 = untreated enzyme, 0 = blocked. P11712. AID 1024. activation factor at 5 µM. hit rate 1.4% among 96,000;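 active = activation factor of 2 or more for CYP2C9 at a 5 µM dose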;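 note: 0 = sulfaphenazole-blocked wells and 1 = vehicle-only wells; values of inactives mirror those of a sister screen read the other way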
* marks the source's active call; other numbers are inactive results; nt = no result given. Cut-off read from the data, not from the text of the source, unless noted: active = inhibition above about 30%; inactive = the rest.

structure	E coli WT exp	CYP2C9 inhib	PostGolgi ctrl	LYP inh 2	PTK2B oligo ant	PTPN22 act	hDAT+cocaine	PostGolgi yeast	CYP2C9 act
COc1ccc(-n2c(Cn3c(=O)sc4ccccc43)nnc2SCC(=O)N2CCCCC2)cc1	0	36	-3	-21	nt	16	0.87	-7	0.6
COc1ccc(C(C)(C)C)cc1NC(=O)C1C2C=CC(C2)C1C(=O)O (centres undefined)	8	7	-4	-2	0.16	0	-0.4	-10	0.9
CC1=C(C(=O)Nc2cccnc2)C(c2ccc(C(C)C)cc2)n2ncnc2N1 (centres undefined)	-3	nt	7	-6	nt	3	-1.6	1	nt
COc1ccc(Nc2nc(N)nc(CSc3nnc(C)s3)n2)cc1	nt	nt	nt	-8	-0.61	8	1.2	nt	nt
O=C(Nc1ncnc2sc3c(c12)CCCCC3)c1ccccc1	2	17	33*	5	-0.31	-4	0.0054	48*	0.8
CCOC(=O)Cc1cc(=O)n2[nH]c(C)c(-c3ccc(Cl)cc3)c2n1	7	50*	1	1	-1	3	-0.15	-2	0.5
S=c1sc2c(N3CCN(Cc4ccccc4)CC3)ncnc2n1-c1ccccc1	-2	60*	11	-5	-1.7	7	-0.0088	6	0.4
O=c1oc(Nc2ccc(F)cc2)nc2ccccc12	16	30	9	11	-0.22	-7	-0.74	4	0.7
CCOc1cc(NC(=O)C2CCCO2)c(OCC)cc1NC(C)=O (centres undefined)	0	18	7	-5	0.92	2	-0.84	-12	0.8
CCCN1CCN(C(c2cc3cc(OCC)ccc3[nH]c2=O)c2nnnn2C2CCCCC2)CC1 (centres undefined)	-1	6	4	-2	0.2	0	-0.44	-9	0.9
Cc1cc(C)c2c(n1)nn1c(C3CC3)cc(C(F)(F)F)nc21	nt	nt	nt	0	-0.01	-2	0.69	nt	nt
Clc1ccc(/C=N/NC(=Nc2ccccc2)c2ccccn2)c(Cl)c1	-22	-5	37*	13	-0.09	-9	nt	0	1.1
Cc1[nH]nc2c1C(c1ccsc1)C(C#N)=C(N)O2 (centres undefined)	-3	9	22	-10	0.63	8	0.55	-20	0.9
Cc1cccnc1NC(=O)c1ccc2nc(N)sc2c1	-2	22	-1	5	-0.88	-7	-0.1	2	0.8
CCCS(=O)(=O)N1CCCC(C(=O)NCCN2CCOCC2)C1 (centres undefined)	-3	-5	3	-2	0.53	1	1.2	9	1
CCNC(=S)N1CCC(NC(=O)C2CCCCC2)CC1	8	14	-11	-1	0.11	2	0.011	16	0.9
CC(=O)c1ccc(OC(=O)N(c2ccccc2)c2ccccc2)cc1	5	70*	16	0	0.12	2	1.6	6	0.3
COc1ccc(C(=O)Nn2cnc3scc(-c4cccs4)c3c2=O)c(O)c1	-5	nt	24	5	-1.3	-4	0.12	2	nt
CCN1C(=O)c2cccc3c(S(=O)(=O)Nc4ccccc4)ccc1c23	-5	100*	25	3	-2	-3	-0.56	-4	0
COc1ccc(-n2c(SCC(=O)N3CCCCC3)nnc2-c2cccnc2)cc1	-4	2	6	-12	-0.06	10	-0.034	1	1
O=C(CN(C(=O)CCC(=O)Nc1nccs1)c1ccc2c(c1)OCCO2)NCc1ccco1	-8	16	6	nt	-0.26	nt	0.24	27	0.8
COc1ccc(CCNC(=O)NC2CCCCC2)cc1OC	-2	1	9	-7	0.42	3	0.086	-9	1
CCCCC(=O)N=c1sc2cc(S(C)(=O)=O)ccc2n1C	-22	13	7	-4	nt	0	nt	3	0.9
CCOC(=O)C1C(c2cccs2)NC(=O)NC1(O)C(F)(F)F (centres undefined)	7	1	-1	5	-0.24	-5	-0.0042	3	1
O=C(O)c1c(-c2ccccc2)c2oc3ccccc3c2[nH]c1=O	-4	-4	5	-16	1	13	0.41	-5	1
Cn1c(=O)c2c(nc(SCCN3CCOCC3)n2Cc2cccc3ccccc23)n(C)c1=O	1	27	21	7	-0.4	-8	0.045	-6	0.7
O=C(OCc1nnc(-c2ccccc2)o1)C1CCN(S(=O)(=O)c2cccs2)CC1	-5	79*	1	-2	0.12	0	0.27	0	0.2
COn1cnnc1-c1ccccc1	-3	5	0	-3	-0.46	2	-0.37	-6	0.9
COC(=O)c1ccccc1S(=O)(=O)N(Cc1ccco1)Cc1cc2cc(OC)ccc2[nH]c1=O	-9	45	7	0	0.32	-2	-0.37	-1	0.5
Cc1ccc(-n2nc3c(c2NC(=O)C(C)(C)C)CSC3)c(C)c1	2	25	20	-9	2.5	6	0.97	4	0.8
O=c1c2c([nH]c3ccc(Br)cc13)CCCC2	nt	-11	nt	nt	-1.1	nt	-1.8	nt	1.1
Cc1nn(Cc2ccccc2)c(C)c1NC(=O)c1cc(-c2ccc3c(c2)OCO3)on1	-8	-7	10	-3	0.3	1	-0.84	-8	1.1
CN(C)Cc1cnc2ccc(Cl)cn12	-11	12	18	3	0.07	0	-2.1	-4	0.9
CC(C)(C)C1CCc2onc(C(=O)N3CCOCC3)c2C1 (centres undefined)	0	-22	5	nt	0.86	nt	0.37	3	1.2
Cc1cc(C)c(S(N)(=O)=O)c(C)c1-n1cnnn1	2	-14	-2	9	-0.03	-5	-0.97	-8	1.1
CCN(CC(=O)Nc1ccc2c(c1)OCCO2)S(=O)(=O)c1ccc(C)cc1	2	76*	2	4	-0.75	-2	1.5	-2	0.2

Whole records from above. Screens in order: E coli WT exp	CYP2C9 inhib	PostGolgi ctrl	LYP inh 2	PTK2B oligo ant	PTPN22 act	hDAT+cocaine	PostGolgi yeast	CYP2C9 act
Cc1cc(C)c(S(N)(=O)=O)c(C)c1-n1cnnn1 across the screens: 2	-14	-2	9	-0.03	-5	-0.97	-8	1.1
CN(C)Cc1cnc2ccc(Cl)cn12 across the screens: -11	12	18	3	0.07	0	-2.1	-4	0.9

Continued:
structure	E coli WT exp	CYP2C9 inhib	PostGolgi ctrl	LYP inh 2	PTK2B oligo ant	PTPN22 act	hDAT+cocaine	PostGolgi yeast	CYP2C9 act
Cc1ccc2c(C(=O)CN3CCN(C4CCCCC4)CC3)c(C)[nH]c2c1	5	-32	-4	-2	-0.24	4	0.88	9	1.3
O=C(CC(=O)c1ccccc1O)c1ccc(F)cc1	8	11	58*	8	-0.95	-6	0.5	8	0.9
O=c1c2c(nc3nc(COc4ccccc4)[nH]n13)CCC2	-2	41	0	-2	-0.3	2	0.25	0	0.6
CC(=O)N1CCC(Nc2ccc(C)cc2)CC1	7	54*	0	-26	nt	22	-0.23	-13	0.5
Cc1ccccc1-c1nc(CS(=O)(=O)CC(=O)N2CCc3ccccc32)c(C)o1	-9	nt	3	6	nt	-8	0.022	5	nt
Cc1sc2ncnc(N3CCOCC3)c2c1C	0	-4	15	10	-0.69	-11	1.1	-14	1
COC(=O)c1c(NC(=O)c2nn(C)cc2Cl)sc2c1CCCC2	-4	nt	33*	nt	-0.58	nt	0.26	-2	nt
COc1ccc(C(C)(C)C)cc1NC(=O)c1cncc(Br)c1	-4	28	8	13	-0.46	-10	0.07	-4	0.7
CCN(CCCn1c(SCC#N)nc2ccccc2c1=O)c1ccccc1	-30	93*	30	-4	-2.4	2	0.5	-16	0.1
CCC(CC)C(=O)Nc1cc(NC(=O)C(CC)CC)cc(C(=O)O)c1	-2	-13	4	-12	0.66	8	-0.32	2	1.1
CCOC(=O)CSc1n[nH]c(NC(=O)c2ccccc2)n1	0	-3	0	-18	-0.19	13	-1.2	-3	1
CCCNC(=O)NCCc1c(C)[nH]c2ccccc12	7	-154	4	1	nt	-2	-0.16	1	2.5*
Cc1ccccc1Nc1c([N+](=O)[O-])ccc2c1=NC1(CCCCC1)N=2	-12	12	13	-3	-1.9	3	-0.44	-8	0.9
O=C(NC1CCc2ccccc21)C1CCN(S(=O)(=O)c2ccc(-n3cnnn3)cc2)CC1 (centres undefined)	-16	-23	-2	1	0.98	2	-0.13	-6	1.2
O=C(O)CCS(=O)(=O)c1nc(-c2cccs2)cc(C(F)(F)F)n1	13	1	16	-1	0.55	2	0.71	4	1
CCOC(=O)c1c(-c2ccc(OC)cc2)nc2nonc2c1N	-2	nt	3	-12	0.64	10	-1.1	2	nt
Cc1ccccc1NS(=O)(=O)c1ccc(NC(=O)CSCc2ccc(Br)cc2)cc1	-15	12	91*	6	-2.4	0	0.22	96*	0.9
CN(c1ccccc1)c1nc(-n2ccnc2)nc(-n2ccnc2)n1	8	44	55*	0	-0.01	1	0.85	48*	0.6
Cc1ccc2nc3c(cc2c1)c(NC(=O)C1CCCO1)nn3CC(C)C (centres undefined)	-11	31	5	3	-1.5	-1	1.9	-1	0.7
Cc1cc(C)cc(N(CC(=O)NCc2ccco2)C(=O)CCC(=O)Nc2ccccn2)c1	-4	24	2	nt	-1.4	nt	0.71	2	0.8
O=C(Nc1ccc2c(c1)OCCO2)c1ccc(NC(=O)C2CCCO2)cc1 (centres undefined)	-4	23	4	-2	-0.24	0	0.39	-3	0.8
O=C(N/N=C/c1cccs1)C1COc2ccccc2O1 (centres undefined)	-6	45	-7	-4	-0.8	5	-0.33	1	0.6
O=C1CSC(c2ccccc2)N1c1nnc(C23CC4CC(CC(C4)C2)C3)s1 (centres undefined)	1	14	0	8	nt	-5	-1.3	27	0.9
Cc1cc(C)c2c(CN3CCN(Cc4ccc5c(c4)OCO5)CC3)cc(=O)oc2c1	5	36	-1	4	-0.27	-5	0.037	3	0.6
Cc1cc(O)c(C(C)C)cc1NC1=NS(=O)(=O)c2ccccc21	5	22	0	-9	-0.27	6	-0.6	-1	0.8
COc1ccc(NC(=O)c2cccc(-n3cnnn3)c2)cc1	0	-2	14	5	0.76	-8	-0.95	6	1
Cn1c(=O)c2c(n(C)c1=O)=NC1(CCCCC1)ON=2	1	14	11	3	0.85	-4	-0.5	-5	0.9
OC(COc1ccc2ccccc2c1Br)Cn1cnc(-c2ccccc2)c1 (centres undefined)	1	28	53*	8	-0.04	-8	1.6	27	0.7
O=S(=O)(c1cccc(-c2cn3cccnc3n2)c1)N1CCOCC1	4	16	1	nt	-0.39	nt	-0.87	5	0.8
CC(O)c1ccc2c(c1)OCCOCCN(C)CCOCCO2 (centres undefined)	-3	1	5	4	-0.41	-6	-0.41	4	1
Cc1cccc(NC(=O)CCN2C(=O)c3ccccc3C2=O)n1	4	-26	6	-5	-0.45	3	-0.19	5	1.3
COc1ccccc1C(=O)N1CCN(CCc2ccccc2)CC1	-13	49	23	-7	0.03	8	-0.77	-2	0.5
Cc1ccc(-c2ccc(CCC(=O)O)n2NC(=O)c2cccs2)cc1	-1	20	-6	-2	0.19	2	-0.019	1	0.8
CCCc1cc2c(cc1NC(=O)c1ccc(Br)cc1)OCO2	26	11	-7	9	-0.36	-4	-2.5	-3	0.9
Cc1ccc(O)c(NC(=O)CCCC(=O)O)c1	-6	-4	-9	nt	-0.41	nt	-1.7	1	1
c1ccc(NC(=NCc2ccco2)c2ccccc2)cc1	3	19	6	-4	0.2	1	-0.29	11	0.8
COC(=O)CC1SC(=O)NC1=O (centres undefined)	-11	-12	-1	-6	0.65	5	0.19	3	1.1
COc1cc([N+](=O)[O-])ccc1NC(=O)C[n+]1cccc(C)c1	4	-7	-4	nt	0.15	nt	-0.045	15	1.1
Cc1ccc(C(=O)N(CN2CCCC2=O)c2ccccc2)cc1C	-7	nt	15	1	-1.2	-3	-0.0058	1	nt
Cc1ccc2c(c1)[nH]c1c(=O)n(CCC3=CCCCC3)cnc12	-10	7	-3	2	nt	3	-0.81	-6	0.9
COc1ccc(-n2nc3ccc(NS(C)(=O)=O)cc3n2)cc1Cl	-9	-17	8	-2	-0.26	0	0.28	5	1.2
COc1ccccc1NC(=O)C(C)NS(=O)(=O)c1ccccc1 (centres undefined)	1	-175	2	1	-0.02	-1	-0.0048	7	2.7*

From PubChem BioAssay
